PKM2 activator – qHTS Assay for Activators of Human Muscle isoform 2 Pyruvate Kinase | purified PKM2, Kinase-Glo ATP luminescence, activation; response scale: 0% is enzyme alone, no compound | AID 1631, 2009 | Pyruvate kinase PKM (Homo sapiens), P14618 | actives 0.34% (n = 260,000) | Potency, µM (titrated, usually from 57.5 µM), for the others: top-dose activation, most hits filed as activators; also: potency is read from the fitted curve at half-maximal effect; % is scaled to controls: 0 for no effect and ±100 for the full control effect; nearly all actives have a fitted effect of over 55% in size
Target sequence (P14618 whole entry, looked up, canonical isoform): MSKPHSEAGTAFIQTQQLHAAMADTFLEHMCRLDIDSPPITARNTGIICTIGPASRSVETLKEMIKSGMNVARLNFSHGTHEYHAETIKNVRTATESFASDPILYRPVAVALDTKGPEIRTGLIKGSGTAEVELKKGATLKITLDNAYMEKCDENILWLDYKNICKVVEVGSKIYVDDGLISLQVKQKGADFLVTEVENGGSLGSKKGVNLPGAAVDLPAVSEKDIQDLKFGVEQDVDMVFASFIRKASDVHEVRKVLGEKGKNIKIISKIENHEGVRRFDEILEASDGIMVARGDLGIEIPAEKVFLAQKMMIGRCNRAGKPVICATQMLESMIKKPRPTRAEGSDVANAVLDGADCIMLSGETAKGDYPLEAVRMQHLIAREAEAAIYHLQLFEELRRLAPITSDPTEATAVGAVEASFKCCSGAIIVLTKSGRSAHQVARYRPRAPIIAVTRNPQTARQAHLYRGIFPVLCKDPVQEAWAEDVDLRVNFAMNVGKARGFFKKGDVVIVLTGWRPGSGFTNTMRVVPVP
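Purified hPK-M2 (>95% pure) converted ADP (0.1 mM final) to ATP with 0.5 mM PEP in 50 mM imidazole pH7.2, KCl, MgCl2, Tween 20, BSA; 1 h at room temperature. ATP detected by Kinase-Glo luminescence.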
S-ASM inh – Inhibitors of Secretory Acid Sphingomyelinase (S-ASM): qHTS; Sphingomyelin phosphodiesterase (Homo sapiens), P17405; placental ASM, HMU-PC fluorogenic substrate, 60 min; Potency, µM (doses to about 57.5 µM), for the others: at the highest dose activity change, negative = inhibition, usual class: inhibitors; actives 0.006% (n = 340,000); AID 504937, 2011; also: potency is read from the fitted curve at half-maximal effect
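Steps: dispense placental human ASM, pin compound, wait 10 min at room temperature, add HMU-PC0 substrate at 9 uM final, incubate 60 min at 37 °C, add stop solution raising pH to 10, read fluorescence.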
BCR signal inh – qHTS Assay to Find Inhibitors of Chronic Active B-Cell Receptor Signaling. ABC-DLBCL IkBa-CBG/CBR reporter, luminescence ratio, 4 h. Potency, µM (highest dose often 46.1 µM), for inactives: at the highest dose ratio change, negative = lower green/red ratio, actives largely listed as inhibitors. actives 0.05% (n = 340,000). AID 493014, 2011; active = well fitted inhibition curve with a large enough effect in the signal ratio, with a control signal flat, not every such curve was filed as active; inconclusive = small, poorly fitted or top-dose-only effect, or effect the other way, or a change in a side signal; the % refers to the signal ratio;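 also: potency is read from the fitted curve at half-maximal effect; plate controls were basal doxycycline-induced cells for no effect and cells given 10 µM MG132 for full effect; MG132 reads +100%, hits lower the ratio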
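Cell line TMD8 (human ABC DLBCL), stably expressing tet-inducible CBG68-IkBa fusion and CBR; IMDM/0.5% FBS; cpd up to 46 uM; dox induction, 4 h, 37C/5% CO2; dual luminescence; green/red ratio; MG132 control.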
Menin-MLL TR inh – qHTS Assay for Inhibitors Targeting the Menin-MLL Interaction in MLL Related Leukemias: Competition With Texas Red Labeled MLL-derived Mutant Peptide. O00255. Menin + Texas Red MLL mutant peptide, fluorescence polarization. Potency, µM (series often up to 61.6 µM), without a hit: at the highest dose FP activity change, negative = inhibition, hits mostly inhibitors. actives 0.23% (n = 270,000); active = well fitted inhibition curve with a large enough effect in the polarisation, with a control signal flat, not every such curve was filed as active; inconclusive = small, poorly fitted or top-dose-only effect, or effect the other way, or a change in a side signal; inactive = no such curve, though single readings can be large or run the other way; the % refers to the polarisation; also: potency is read from the fitted curve at half-maximal effect; % of control where 0% means no effect; many of its hits are not listed in these tables
Mito fusion yeast – qHTS Assay for Small Molecule Inhibitors of Mitochondrial Division or Activators of Mitochondrial Fusion; S. cerevisiae fusion-defective mutant growth rescue, CellTiterGlo 48 h; Potency, µM (titrated, usually from 46.1 µM), for inactives: top-dose growth rescue (activation), hits mostly activators; actives 0.23% (n = 320,000); AID 485298, 2010;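 also: potency is read from the fitted curve at half-maximal effect; % of control where 0% means no effect; nearly all actives have a fitted effect of over 45% in size; temperature-sensitive fusion mutants such as fzo1-1 at 37 °C on non-fermentable ethanol glycerol medium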
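S. cerevisiae fusion-defective temperature-sensitive mutants (e.g. fzo1-1, mgm1-5) grown 48 h at 37C in YPEG (ethanol/glycerol non-fermentable) medium with 23 nl compound per well; growth rescue read as CellTiterGlo luminescence.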
Eya2 inh – qHTS Assay for Inhibitors of the Phosphatase Activity of Eya2 | Protein phosphatase EYA2 (Homo sapiens), O00167 | recombinant Eya2, OMFP fluorescence dephosphorylation (OMFP is methylfluorescein phosphate) | AID 488837, 2010 | actives 0.006% (n = 330,000) | Potency, µM (doses to about 76.9 µM), without a hit: at the top dose activity, negative = inhibition, usual class: inhibitors; also: potency is read from the fitted curve at half-maximal effect; % is scaled to controls: 0 for no effect and ±100 for the full control effect
Target sequence (O00167 whole entry, looked up): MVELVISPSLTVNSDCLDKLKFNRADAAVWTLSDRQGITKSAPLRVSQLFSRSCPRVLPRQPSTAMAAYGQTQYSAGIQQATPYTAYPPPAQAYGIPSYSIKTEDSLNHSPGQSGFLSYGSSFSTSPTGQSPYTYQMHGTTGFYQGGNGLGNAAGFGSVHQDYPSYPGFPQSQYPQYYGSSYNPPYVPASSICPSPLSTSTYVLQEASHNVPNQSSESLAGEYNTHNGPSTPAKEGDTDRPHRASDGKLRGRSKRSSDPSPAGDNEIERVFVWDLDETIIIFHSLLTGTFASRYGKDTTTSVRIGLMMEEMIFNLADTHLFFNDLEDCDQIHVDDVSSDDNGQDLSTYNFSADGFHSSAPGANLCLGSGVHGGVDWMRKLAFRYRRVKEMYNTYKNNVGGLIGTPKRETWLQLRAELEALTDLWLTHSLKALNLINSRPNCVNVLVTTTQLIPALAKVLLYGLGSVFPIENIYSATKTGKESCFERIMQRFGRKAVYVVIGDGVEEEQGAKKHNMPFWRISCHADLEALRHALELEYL
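Eya2 protein (added as 0.2 uM solution) was preincubated with compound for 10 min at ambient temperature in 50 mM HEPES pH 7.5, 50 mM NaCl, 5 uM MgCl2, 0.05% BSA, 1 mM DTT. OMFP (added at 50 uM) then reacted 10 min; fluorescence read at 485/525 nm.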
hERG WT inh – qHTS for Inhibitors of KCHN2 3.1: Wildtype qHTS. U2OS, BacMam KCNH2, thallium flux FluxOr; stronger effect = lower value. Voltage-gated inwardly rectifying potassium channel KCNH2 (Homo sapiens), Q12809. AID 720551, 2013. activity change, % at 1.84 µM. actives 0.37% (n = 340,000);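 active = maximum activity change below -70%; inconclusive = maximum activity change between -70% and -50%; inactive = maximum activity change above -50%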; also: % is scaled to controls: 0 for no effect and ±100 for the full control effect
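U2OS cells were transduced with wild-type KCNH2 virus (2.03 x 10^8 / mL) for 4 h at room temperature, then cultured overnight at 37 C. Thallium flux was read with FluxOr dye. Rate constants were normalized to DMSO controls.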
USP2a inh – qHTS Assay for Inhibitors of Ubiquitin-specific Protease USP2a Using CHOP2 as the Reporter. actives 0.01% (n = 330,000). USP2 core, Ub-CHOP2 coupled fluorogenic reporter, 485/531. Ubiquitin carboxyl-terminal hydrolase 2 (Homo sapiens), O75604. Potency, µM (titrated, usually from 38.3 µM), for inactives: at the top dose activity change, negative = inhibition, usual class: inhibitors;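 also: potency is read from the fitted curve at half-maximal effect; plate controls were DMSO wells for no effect and full inhibition by NEM control for full effect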
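Cell-free coupled assay: 10nM USP2 core preincubated 30min RT with compound in Tris-HCl pH 8.0/CaCl2/CHAPS buffer, then 25nM Ub-CHOP2 and 25nM reporter substrate; fluorescence (Ex 485/Em 531) read after 60min RT, normalized to NEM inhibition, concentration-response curves fitted.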
GALK inh – qHTS Assay for Inhibitors of Human Galactokinase (GALK) | actives 0.007% (n = 270,000) | AID 1868, 2009 | Potency, µM (series often up to 57.5 µM), without a hit: top-dose activity change, negative = inhibition, most hits filed as inhibitors | P51570 | Purified GALK, Kinase-Glo residual ATP luminescence; also: potency is read from the fitted curve at half-maximal effect; % is scaled to controls: 0 for no effect and ±100 for the full control effect
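The enzyme phosphorylates galactose (100 uM) using ATP (35 uM); inhibition is detected as higher residual ATP, quantified by bioluminescence after 1 h reaction at room temperature, pH 8.0.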
TSHR antagonist – Antagonists of the Thyroid Stimulating Hormone Receptor: HTS campaign | actives 0.2% (n = 330,000) | TSHR-expressing cells, TSH-stimulated cAMP HTRF, 2 h; stronger effect = lower value | Thyrotropin receptor (Homo sapiens), P16473 | activity change, negative = inhibition, % at 11.5 µM;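 active = activity change below a set negative limit, meaning inhibition stronger than a set level, cut at about -70% in these data; inconclusive = activity change between two set negative limits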; also: % is scaled to controls: 0 for no effect and ±100 for the full control effect
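Freshly harvested TSHR cells receive pin-tooled compound, then EC80 TSH at 4nM final. After 2 hours at 37 deg C, antibody in lysis buffer and cAMP-d2 are added; 30 minutes at ambient temperature precede the HTRF read.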
MBNL1-CUG inh – qHTS Assay for Inhibitors of MBNL1-poly(CUG) RNA binding; TR-FRET MBNL1-His/biotin-(CUG)12 binding, 665/545 ratio; AID 2675, 2010; actives 0.036% (n = 280,000); Potency, µM (titrated, usually from 57.5 µM), inactives show at the top dose activity change, negative = inhibition, actives largely listed as inhibitors; active = well fitted inhibition curve with a large enough effect in the signal ratio, with a control signal flat, not every such curve was filed as active; inconclusive = small, poorly fitted or top-dose-only effect, or effect the other way, or a change in a side signal; inactive = no such curve, though single readings can be large or run the other way; the % refers to the signal ratio; also: potency is read from the fitted curve at half-maximal effect; % is scaled to controls: 0 for no effect and ±100 for the full control effect
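TR-FRET readout: Ex 340 nm, 665/545 nm emission ratio, normalized to buffer-only (basal) and MBNL1-(CUG)12 controls. Complex of MBNL1-His with Biotin-(CUG)12, compounds 92 nM–58 uM, incubated 60 min at room temperature.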
* marks the source's active call; other numbers are inactive results; ? = inconclusive; nt = no result given; [ ] = dose if it differs, or a comment. Unless noted, calls follow the shape of the dose curve; as a rule, active = well fitted curve in the direction sought with a large enough effect; inconclusive = small, poorly fitted or top-dose-only effect, or another doubt; inactive = no such curve, though single readings can be large; an effect the other way counts as inactive or inconclusive.

The opening 3 entries, to show the layout:
SMILES	PKM2 activator	S-ASM inh	BCR signal inh	Menin-MLL TR inh	Mito fusion yeast	Eya2 inh	hERG WT inh	USP2a inh	GALK inh	TSHR antagonist	MBNL1-CUG inh
Cc1cc(C)c(S(=O)(=O)N2CCC(C(=O)NCc3ccc(Cl)cc3Cl)CC2)c(C)c1	5%	-7%	14%	2%	-18%	-29%	-7	-7%	0%	-21	2%
NC(=O)c1nsc(C(=O)N(Cc2ccccc2Cl)C(C(=O)NCC2CCCO2)c2ccc(O)cc2)c1N (stereo unspecified)	5%	138%[activator]	0%	-2%	-3%	-6%	-3	-1%	12%	-4	16%
O=C(NCCCn1ccnc1)c1cccc(S(=O)(=O)Nc2ccc(Br)cc2)c1	nt	-3%	8%	nt	2%	-13%	6	1%	nt	5	nt

The whole of this part, from the first entry:
SMILES	PKM2 activator	S-ASM inh	BCR signal inh	Menin-MLL TR inh	Mito fusion yeast	Eya2 inh	hERG WT inh	USP2a inh	GALK inh	TSHR antagonist	MBNL1-CUG inh
Cc1cc(C)c(S(=O)(=O)N2CCC(C(=O)NCc3ccc(Cl)cc3Cl)CC2)c(C)c1	5%	-7%	14%	2%	-18%	-29%	-7	-7%	0%	-21	2%
NC(=O)c1nsc(C(=O)N(Cc2ccccc2Cl)C(C(=O)NCC2CCCO2)c2ccc(O)cc2)c1N (stereo unspecified)	5%	138%[activator]	0%	-2%	-3%	-6%	-3	-1%	12%	-4	16%
O=C(NCCCn1ccnc1)c1cccc(S(=O)(=O)Nc2ccc(Br)cc2)c1	nt	-3%	8%	nt	2%	-13%	6	1%	nt	5	nt
CC(C)NC(=O)CSc1nnc(-c2ccncc2)n1-c1ccccc1	-7%	-1%	-5%	nt	-1%	-7%	25	-2%	1%	-1	3%
COc1cccc(CNC(=O)C2CCN(c3cnccn3)CC2)c1	15%	5%	-15%	8%	-1%	0%	6	-4%	1%	-5	-10%
Cc1ccc(C(=O)OCC(=O)c2c[nH]c3ccccc23)cc1S(=O)(=O)N1CCCCC1	5%	nt	0%	?	-1%	-8%	5	-11%	1%	-1	11%
CCCNC(=O)c1ccc(COc2cccc3ccccc23)o1	-3%	-6%	-23%	?	27%	1%	8	1%	0%	-13	-1%
CN1CCN(S(=O)(=O)c2ccc(N3CCN(c4ccccc4Cl)CC3)nc2)CC1	nt	2%	-1%	nt	-2%	10%	0	3%	nt	1	nt
O=C(O)c1ccccc1N=Cc1c(O)n(-c2nccs2)c(=O)c2ccccc12	1%	6%	?	nt	0%	-26%	10	3%	2%	-8	23%
CCOCCCN(C(=O)CCC(=O)Nc1cc(C)on1)C(C(=O)NC(C)(C)CC)c1cccc(OC)c1OC (stereo unspecified)	0%	-3%	4%	-22%	-3%	-12%	4	1%	-1%	6	6%
CC(C)C[C@H]1CN=C(Nc2ccccc2)N1CCc1cccc(F)c1	nt	0%	-2%	nt	nt	4%	12	-1%	nt	19	nt
COc1ccc(Nc2nc3ccc(C)cc3cc2C#N)c(OC)c1	-9%	-3%	20%	2%	7%	-3%	5	-7%	1%	13	-11%
COc1ccc(-c2noc(CCC(=O)N3CCN(c4cccc(C(F)(F)F)c4)CC3)n2)cc1	4%	-19%	-13%	nt	2%	-4%	0	-2%	-1%	-24	2%
COc1cc2c(c(OC)c1OC)CC(=O)N(C)CC2	-3%	3%	0%	11%	1%	1%	1	3%	nt	3	-21%[11.5 µM]
O=C(CSCSCC(=O)Nc1ccc2c(c1)OCO2)Nc1ccc2c(c1)OCO2	3%	-2%	-11%	3%	-5%	-5%	2	0%	5%	-4	10%
CC(=O)Nc1cccc(NC(=O)c2cc(C)on2)c1	6%	1%	?	11%	-5%	10%	4	-1%	-2%	-8	2%
CCOc1ccc(S(=O)(=O)N2CCNC(=O)C2)cc1	nt	-2%	-4%	nt	-2%	-4%	6	-3%	nt	3	nt
COc1ccc(NC(=O)c2cc(-c3ccco3)nc3ccccc23)cc1S(=O)(=O)N1CCOCC1	-22%	15%	8%	nt	-4%	?	10	?	nt	16	13%
C=CC[C@H](CC(=O)NCCO)C(=O)N[C@@H](COC(=O)[C@H](CC=C)CC(=O)OC(C)(C)C)Cc1c[nH]c2ccccc12	nt	2%	1%	nt	nt	-25%	nt	1%	nt	1	nt
O=C(Nc1ccccc1C(F)(F)F)Nc1cccc2ccccc12	-6%	-1%	-8%	?	2%	-9%	11	-1%	3%	8	11%
COc1ccccc1/C=C/C(=O)Nc1ccc(S(=O)(=O)Nc2cc(C)on2)cc1	-6%	-9%	-17%	nt	2%	10%	-10	-2%	4%	15	?
COC(=O)C1C/C(=N\NS(=O)(=O)c2ccc(C)cc2)c2sccc2C1 (stereo unspecified)	-10%	-2%	2%	6%	1%	10%	-4	2%	2%	13	-10%
Cc1ccc(S(=O)(=O)N2CCN(C(=O)COC(=O)C3CC3C)CC2)c(C)c1 (stereo unspecified)	nt	2%	0%	nt	2%	10%	-6	1%	nt	6	nt
COc1cc(C#Cc2c(-c3ccccc3)n(C)c3ccccc23)cc(OC)c1	3%	313%[activator]	28%	24%	0%	0%	9	-1%	nt	1	25%
O=C1c2ccccc2C(=O)N1CCc1c[nH]c2ccccc12	3%	-9%	-18%	?	21%	-8%	nt	-1%	1%	-5	13%

Remaining list, next part.
SMILES	PKM2 activator	S-ASM inh	BCR signal inh	Menin-MLL TR inh	Mito fusion yeast	Eya2 inh	hERG WT inh	USP2a inh	GALK inh	TSHR antagonist	MBNL1-CUG inh
O=C(CSc1nc2c(sc3ccccc32)c(=O)n1CCCN1CCOCC1)NC1CCCC1	-6%	-3%	-11%	?	1%	-9%	-12	6%	4%	2	-5%
CCC(C)NC(=O)CN(c1cc(Cl)cc(Cl)c1)S(C)(=O)=O (stereo unspecified)	-22%	6%	-12%	-1%	4%	1%	-2	1%	9%	-3	-14%
COc1ccc(CN(C(=O)CNC(=O)c2ccco2)C(C(=O)NCC2CCCO2)c2ccccc2)cc1 (stereo unspecified)	nt	4%	-1%	nt	7%	4%	-10	-1%	-3%	16	-23%
C/C(=N\Nc1ccc(C(=O)O)cc1)c1ccc(S(=O)(=O)NCc2ccco2)cc1	4%	-1%	?	nt	-5%	-23%	-4	1%	-6%	-10	nt
O=C(CSc1nc2cc([N+](=O)[O-])ccc2n1-c1ccccc1)NCc1ccc2c(c1)OCO2	-3%	-1%	?	?	0%	-12%	6	1%	-1%	-24	?
O=C(NCc1ccc(Cl)cc1)Nc1ccc(F)cc1	1%	2%	?	-6%	-2%	1%	-6	3%	-7%	-45	-4%
O=C(NC1CCCCC1)c1cc(-c2ccccn2)nc2ccccc12	0%	-7%	-3%	-6%	8%	1%	0	2%	0%	-8	12%
O=C(CSc1nnc(COc2ccccc2)o1)N1CCCC1	nt	2%	2%	nt	6%	-6%	5	2%	1%	-7	-4%

Assay outcomes (PubChem BioAssay)

These rows are one share of the data; the hit share may differ from the screen's.
